# SENP1 FRET inh: inhibitors of human SENP1 SUMO protease catalytic domain; Q9P0U3; recombinant SENP1 catalytic domain, CyPet-SUMO1-YPet FRET cleavage; inhibition, % at 10 µM; 360,000 tested, 0.21% active; AID 624204;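 active = inhibition at least 30% at 10 µM, raw YFP signal under a set limit, fluorescence ratio 0.5 to 1.5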;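 also: 0% = enzyme with DMSO and 100% = no enzyme wells; some results filed as inactive read as strong as hits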
#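 Test system: hSENP1 catalytic domain, recombinant; Amount: 20 pM final SENP1 enzyme; Medium: Tris pH 8 buffer plus EDTA, NaCl, BME, BSA, NP40, catalase; Schedule: 50 min enzyme reaction, room temperature, light-protected; Technique: FRET fluorescence in CFP and YFP emission channels; Controls: no-enzyme wells low, DMSO-plus-enzyme wells high control.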
# SENP6 block: blocks the human protease SENP6 | Q9GZR1 | Recombinant SENP6 catalytic domain, aminoluciferin luminescence | inhibition, % at 10 µM | 330,000 tested, 1.8% active;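 active = inhibition above about 50% at the single tested dose, limit read from the data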;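 also: plate controls were DMSO wells with enzyme for no effect and DMSO wells lacking enzyme for full effect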
# SENP7 inh: blocks the human protease SENP7; recombinant SENP7, Z-RLRGG-aminoluciferin luminescence, 40 min; inhibition, % at 5 µM; 330,000 tested, 1.5% active;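 active = inhibition above about 50% at the single test dose, limit read from the data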;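 also: plate controls were DMSO with enzyme for no effect and no enzyme buffer wells for full effect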
# Apaf-1 inh: human Apaf-1 inhibition; inhibition, % at 20 µM; O14727; reconstituted apoptosome caspase-3 activity, DEVD-Rh110 fluorescence; 330,000 tested, 0.71% active; AID 489030; active = inhibition of at least 40% at 20 µM;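 also: plate controls were DMSO wells for no effect and DEVD-CHO caspase inhibitor wells for full effect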
# Target sequence (O14727 whole entry, looked up): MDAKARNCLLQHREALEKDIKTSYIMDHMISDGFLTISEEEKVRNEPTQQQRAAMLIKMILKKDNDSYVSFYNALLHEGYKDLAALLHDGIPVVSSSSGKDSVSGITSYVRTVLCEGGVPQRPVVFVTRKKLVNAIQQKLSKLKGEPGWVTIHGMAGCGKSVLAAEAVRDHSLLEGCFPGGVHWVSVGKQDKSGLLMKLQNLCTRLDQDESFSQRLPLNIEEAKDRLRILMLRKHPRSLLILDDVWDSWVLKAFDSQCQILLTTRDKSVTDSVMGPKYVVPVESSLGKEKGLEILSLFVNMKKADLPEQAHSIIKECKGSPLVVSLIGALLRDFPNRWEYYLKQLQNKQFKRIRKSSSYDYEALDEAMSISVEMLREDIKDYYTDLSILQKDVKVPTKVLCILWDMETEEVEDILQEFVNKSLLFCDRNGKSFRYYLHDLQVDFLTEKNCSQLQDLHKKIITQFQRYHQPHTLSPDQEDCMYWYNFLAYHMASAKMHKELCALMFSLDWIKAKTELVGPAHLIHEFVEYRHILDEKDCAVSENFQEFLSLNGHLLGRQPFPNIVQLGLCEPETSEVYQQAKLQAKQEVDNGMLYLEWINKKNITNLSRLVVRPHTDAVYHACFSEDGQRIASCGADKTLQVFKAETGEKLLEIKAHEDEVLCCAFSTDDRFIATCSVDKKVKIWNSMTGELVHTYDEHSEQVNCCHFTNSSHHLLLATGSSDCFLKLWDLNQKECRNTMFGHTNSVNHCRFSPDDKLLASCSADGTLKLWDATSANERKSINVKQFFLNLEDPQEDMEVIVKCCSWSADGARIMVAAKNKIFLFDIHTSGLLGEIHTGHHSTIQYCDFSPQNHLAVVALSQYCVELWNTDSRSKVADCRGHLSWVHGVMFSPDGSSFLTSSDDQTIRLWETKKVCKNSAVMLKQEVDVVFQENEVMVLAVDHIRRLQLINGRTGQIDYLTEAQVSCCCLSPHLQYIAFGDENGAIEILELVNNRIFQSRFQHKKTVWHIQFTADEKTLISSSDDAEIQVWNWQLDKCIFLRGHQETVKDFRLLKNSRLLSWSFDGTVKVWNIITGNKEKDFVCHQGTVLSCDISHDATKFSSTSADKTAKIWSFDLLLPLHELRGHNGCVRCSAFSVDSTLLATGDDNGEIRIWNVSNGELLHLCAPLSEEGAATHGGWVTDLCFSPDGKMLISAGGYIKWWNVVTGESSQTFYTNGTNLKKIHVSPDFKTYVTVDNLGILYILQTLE
#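 Material: reconstituted apoptosome with Apaf-1, cytochrome c, caspase-9, procaspase-3, dATP; medium: pH 7.5 Hepes buffer with CHAPS, BSA, DTT; also added: cytochrome c and DEVD-Rh110 substrate; timing: 30 min plus 50 min, RT; signal: Rh110 fluorescence intensity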
# SENP8 block-1: SENP8 (human) protease inhibition | Q96LD8 | recombinant SENP8, Nedd8 substrate fluorescence | inhibition, % at 20 µM | 360,000 tested, 0.64% active | AID 602440; in the data active = inhibition mostly above about 40%, no sharp cut-off; inactive = mostly below about 27%
# NALP3 yeast inh: inhibitors of NALP3 inflammasome in yeast; Yeast reconstituted NLRP3/ASC/caspase-1, beta-gal luminescence, 24 h; inhibition, % at 10 µM; 330,000 tested, 0.39% active;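 active = inhibition of 50% or more; inactive = inhibition below 50%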;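 also: plate controls were induced DMSO wells for no effect and uninduced yeast grown without galactose for full effect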
# SENP8 block-2: inhibitors of human SENP8 protease; Q96LD8; purified SENP8, Z-RLRGG-aminoluciferin cleavage, luminescence; inhibition, % at 10 µM; 330,000 tested, 1.2% active; AID 2540; in the data active = inhibition above about 50%
# PfGluPho inh: PfG6PD (Plasmodium falciparum) enzyme inhibition; PfGluPho enzyme, NADPH resazurin-diaphorase fluorescence; inhibition, % at 20 µM; 350,000 tested, 0.78% active;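 active = inhibition reaching at least a set limit at 20 µM in the primary screen, cut at about 59% in these data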;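 also: 0% = DMSO wells with substrate and 100% = DMSO wells lacking glucose-6-phosphate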
# HKDC1 inh: blocks human hexokinase HKDC1 activity; recombinant HKDC1, G6PDH/diaphorase resazurin coupled fluorescence; inhibition, % at 20 µM; 340,000 tested, 0.16% active; AID 493160;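 active = inhibition above about 35% when tested at 20 µM, limit read from the data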;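 also: plate controls were DMSO wells with enzyme for no effect and DMSO wells lacking enzyme for full effect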
#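 Test system: recombinant HKDC1 (HK5) hexokinase enzyme, produced in-house / Doses: 20 µM test compound, 1% DMSO / Timing: 90 min, room temperature / Detection: G6PDH/diaphorase-coupled fluorescence, 1 mM NADP, 100 µM resazurin, 525/613 nm / Control set: DMSO wells with and without enzyme mix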
# The depositor's hits bear a star; i = inactive; . = not tested or not shown.
SMILES,SENP1 FRET inh,SENP6 block,SENP7 inh,Apaf-1 inh,SENP8 block-1,NALP3 yeast inh,SENP8 block-2,PfGluPho inh,HKDC1 inh
O=C(Cn1nc(Cl)nc1Cl)c1ccc(F)cc1,1,-3,1,6,13,-3,5,7,-3
CCN(CC)C(=O)c1sc(N)c(C#N)c1C,-4,-15,-13,7,14,9,-5,11,-1
COc1ccccc1CNC(=O)COC(=O)Cc1ccc(Br)cc1,4,7,12,5,3,-6,0,-1,-8
CCC1CCCCN1S(=O)(=O)c1ccc2[nH]c(=O)ccc2c1 (stereo not given),-23,-6,6,-5,-8,-9,4,4,3
Cc1cc(NC(=O)COC(=O)C(Cc2ccccc2)NC(=O)c2ccco2)no1 (stereo not given),1,-17,-10,11,23,19,-5,-8,-6
CC(=O)Nc1ccccc1NC(=O)C/C(C)=N/NC(=O)c1cccnc1,1,-27,0,4,9,19,3,-14,-8
COc1ccc(Cl)cc1NC(=O)C(C)N1CCc2ccccc21 (stereo not given),-3,3,-5,-2,23,10,10,14,-12
COc1cc(/C=C/c2cc[n+](C)cc2)ccc1OCC(=O)Nc1ccc(Cl)c(Cl)c1,-22,-19,0,73*,-286,3,4,21,12
CCOc1ccc(-c2nnn(CC(=O)NCc3ccccc3)n2)cc1,3,-12,6,-3,6,8,2,1,5
Cn1c(=O)oc2cc(S(=O)(=O)NCCN3CCN(c4ccccc4)CC3)ccc21,6,-27,-1,6,12,23,-6,0,-6
COc1ccccc1C(=O)N1CCN(c2ccc(N3CCOCC3)nn2)CC1,-19,-5,-3,6,i,24,-4,-10,-5
N#CCNC(=O)C1c2ccccc2Oc2ccccc21,1,-15,2,0,8,28,-8,-13,-5
O=C(CSc1nnc(-c2ccncc2)n1Cc1ccco1)c1ccc(Cl)cc1,0,9,3,18,10,2,1,1,-3
CC1=CC2=NC(=O)CC(C)(C(=O)N(CC(=O)NC3CCCC3)c3cc(C)cc(C)c3)N2C=C1 (stereo not given),1,-15,-11,0,-431,11,-3,11,-5
Fc1ccc(NC2=NCCCCC2)cc1,-1,2,3,-11,5,22,-2,-13,-8
Cc1cc(SCc2ccc(Br)cc2)nc(=O)[nH]1,-11,-4,6,2,-1,6,1,1,2
COc1cccc(NC(=O)NCc2cccn2C)c1,12,-43,8,15,1,19,-8,-6,-6
O=C(O)c1cccc(N=C2NC(=O)C(CO)(CO)S2)c1,-2,-26,6,3,14,0,4,18,2
O=S(=O)(Nc1nnc(-c2ccccc2)s1)c1ccc(Cl)cc1,-30,-6,2,14,-28,-5,1,-31,3
CCOC(=O)C1=NOC(CNC(=O)C2=NOC(CNC(=O)c3c(-c4ccccc4Cl)noc3C)C2)C1 (stereo not given),5,1,2,-27,5,9,4,-13,-5
CC(OC(=O)c1ncc(Cl)c(Cl)c1Cl)C(=O)NC1(C#N)CCCCC1 (stereo not given),0,3,-3,14,6,-5,3,10,-3
Cc1ccc(C)c(NC(=O)C2CCCN(S(=O)(=O)c3cccnc3)C2)c1 (stereo not given),1,1,-16,-7,10,15,-7,-10,-2
Cc1c(C(=O)N(C)c2ccccc2)oc2c1C(O)CC(C)(C)C2 (stereo not given),0,-9,0,2,4,18,8,-12,1
Cc1ccc(NC(NC(=O)c2ccccc2[N+](=O)[O-])C(Cl)(Cl)Cl)cc1 (stereo not given),1,9,6,2,21,4,-3,1,1
CN(C)c1ccc(/C=C(\C#N)C(=O)NCc2ccco2)cc1,.,-7,-13,2,.,0,-16,.,.
CCN(CC(=O)NCc1ccc(F)cc1)S(=O)(=O)c1ccc(Cl)s1,2,11,-28,3,-5,12,0,3,3
CCCc1nc(SCC(=O)Nc2cc(C)on2)c2c(=O)n(C)c(=O)n(C)c2n1,1,-10,3,7,9,19,3,-15,-4
Cc1ccc(C(=O)N[C@H](C(=O)Nc2sccc2C(N)=O)C(C)C)cc1,-5,-19,-4,10,1,20,-10,5,-3
CC(C)(C)NC(=S)NNC(=O)[C@H]1C[C@@H]1c1ccccc1,0,4,3,-17,27,11,-6,6,-2
Cc1cc(C)n2nc(C(=O)N/N=C/c3cccs3)nc2n1,-1,-17,-1,-4,-8,4,1,-18,5
COCCn1c(C)cc(C2=NNC(=NC(C)(C)C)SC2)c1C,0,-24,5,9,-12,11,2,5,-11
O=C(NCc1ccc(Cl)cc1)c1csc(-c2cccnc2)n1,1,-15,0,-5,12,22,-5,-1,2
Cc1ccc(NC(=O)C2CCCN(S(=O)(=O)c3cnc[nH]3)C2)cc1C (stereo not given),4,-1,0,-8,3,11,7,-11,-1
Nn1c(SCc2ccc(Br)cc2)nnc1-c1ccccn1,2,3,0,4,8,65*,-1,1,-6
Cc1nnc(SCC(=O)NCc2ccco2)[nH]c1=O,0,-20,-6,14,30,8,0,-13,-2
Cn1cc(/C=C(\NC(=O)c2ccccc2Cl)C(=O)NCCCN2CCOCC2)c2ccccc21,-3,-9,4,-3,-12,11,4,-5,3
Cc1cc2nc(N3C(=O)CNC3=S)sc2cc1C,-31,95*,96*,0,-8,69*,95*,-18,-5
O=C(CN1CCN(c2ccccc2)CC1)c1ccc2cc[nH]c2c1,-4,-4,1,1,-286,21,2,7,-3
Cc1ccc(CS(=O)(=O)c2nsc(C)c2C#N)cc1,2,0,2,-12,2,9,-2,17,-10
C#C[C@]1(O)CCC2C3CCC4=CC(=O)CC[C@@H]4C3CC[C@@]21C (stereo not given in full),2,-10,6,-4,6,23,-2,3,-9
Cc1cccc(C(=O)NCC(=O)NCC(c2ccco2)N2CCCCC2)c1 (stereo not given),-4,-15,-2,19,2,14,-8,10,-5
COc1cc(C(C)=O)ccc1OC(=O)CN1C(=O)c2ccccc2C1=O,2,.,.,.,7,.,.,-11,-2
O=C(CCN1C(=O)S/C(=C\c2ccccc2)C1=O)NCCCn1ccnc1,0,0,-6,-1,8,23,-4,4,-1
CN1CCN(C(=O)C2CC(c3ccc(F)cc3)=NO2)CC1 (stereo not given),0,-13,13,-1,7,13,-9,-10,-2
COc1cc(OC)cc(C(=O)NNC(=O)CCC(=O)c2cc(C)sc2C)c1,1,2,9,-3,-10,9,4,-8,-7
Cc1nn(C)c(C)c1S(=O)(=O)N(CC(=O)NCCCN1CC(C)CC(C)C1)c1ccc(C(C)C)cc1 (stereo not given),1,-9,-7,12,18,2,-9,-7,-3
Cc1cc(C)cc(NC(=O)[C@@H](NC(=O)c2ccco2)C(C)C)c1,0,-16,0,3,12,17,3,16,-1
CCC(=O)NC(Cc1ccccc1)c1nc2ccccc2[nH]1 (stereo not given),1,-9,6,4,6,6,-5,9,-7

# Quoted from the listing:
# COc1cc(OC)cc(C(=O)NNC(=O)CCC(=O)c2cc(C)sc2C)c1 @ SENP8 block-2 = 4
# Cc1nn(C)c(C)c1S(=O)(=O)N(CC(=O)NCCCN1CC(C)CC(C)C1)c1ccc(C(C)C)cc1 (stereo not given) @ PfGluPho inh = -7
# Cc1cc2nc(N3C(=O)CNC3=S)sc2cc1C @ SENP7 inh = 96*
# C#C[C@]1(O)CCC2C3CCC4=CC(=O)CC[C@@H]4C3CC[C@@]21C (stereo not given in full) @ PfGluPho inh = 3
# COc1cc(C(C)=O)ccc1OC(=O)CN1C(=O)c2ccccc2C1=O @ PfGluPho inh = -11

# (cont.)
SMILES,SENP1 FRET inh,SENP6 block,SENP7 inh,Apaf-1 inh,SENP8 block-1,NALP3 yeast inh,SENP8 block-2,PfGluPho inh,HKDC1 inh
C=C(C)CSc1nnc(-c2ccccc2)n1N,1,-21,-6,4,1,10,-10,6,-7
COc1ccc(CN(C)C(=O)c2ccccc2Sc2ccccc2C#N)c(OC)c1,1,-5,-2,27,6,21,7,2,-3
Cc1ccc(S(=O)(=O)N(C)CC(=O)O/N=C(\N)c2ccccn2)cc1,1,-33,-4,8,28,0,-5,-4,-10
CCOC(=O)N1CCN(C(=O)c2ccc3c(=O)n(Cc4ccc(OC)cc4)c(=S)[nH]c3c2)CC1,3,-6,-11,27,8,11,-6,-3,4
COc1ccc(CCNC(=O)c2cc(-c3ccco3)nc3ccccc23)cc1,.,-1,-5,19,.,10,11,35,7
Cc1ccc2nc(NCCCN3CCOCC3)c(C=NCCCN3CCOCC3)c(=O)n2c1,-22,.,.,.,-416,.,.,6,-7
COc1ccc(-c2nnc(N(C)C(=O)c3cccnc3)s2)cc1,-1,6,3,2,7,25,-2,24,-6
O=C(Nc1cccc(OC(=O)c2ccco2)c1)c1ccco1,3,-4,10,4,7,6,-5,-18,-2
CC1CCCN(S(=O)(=O)c2ccc(NC(=O)CCN3C(=O)c4ccccc4C3=O)cc2)C1 (stereo not given),-3,-8,10,14,11,5,-8,6,-5
OC(c1ccc(Cl)cc1)c1nnc(-c2ccccc2)o1 (stereo not given),1,-14,-11,12,-5,22,-9,-1,5
CCOCC(=O)Nc1nc(C)cc(C)n1,-1,3,-8,-1,15,3,8,-9,-7
COC(=O)CCCC1=CC2=CC(=O)C(C)(OC(=O)c3cccs3)C(=O)C2=CN1Cc1ccccc1 (stereo not given),-37,25,5,20,13,10,16,75*,22

# Part of the list above in another layout:
# Value order – SENP1 FRET inh, SENP6 block, SENP7 inh, Apaf-1 inh, SENP8 block-1, NALP3 yeast inh, SENP8 block-2, PfGluPho inh, HKDC1 inh
> CCOCC(=O)Nc1nc(C)cc(C)n1
 : -1, 3, -8, -1, 15, 3, 8, -9, -7
> Cc1ccc(S(=O)(=O)N(C)CC(=O)O/N=C(\N)c2ccccn2)cc1
 : 1, -33, -4, 8, 28, 0, -5, -4, -10

# (continued)
SMILES,SENP1 FRET inh,SENP6 block,SENP7 inh,Apaf-1 inh,SENP8 block-1,NALP3 yeast inh,SENP8 block-2,PfGluPho inh,HKDC1 inh
COc1ccc(N(C(=O)CNC(=O)c2ccco2)C(C(=O)NC2CCCC2)c2cccnc2)cc1 (stereo not given),2,-40,-2,1,5,3,-8,-5,-6
CC(C)(C)c1cc(=O)n2[nH]c(N)nc2n1,0,-13,-6,4,13,5,-1,9,-17
Cc1cccc(OCC(=O)O/N=C(\N)c2ccc(Br)cc2)c1,2,-12,6,-4,7,22,-13,7,-1
N#C/C(=C\c1ccc(C#N)cc1)C(=O)c1ccccc1,-38,.,.,.,-37,.,.,4,0
CCN(CC(=O)NCc1cccs1)C(=O)/C=C/c1ccc(C)cc1,2,1,3,-9,5,17,2,2,-7
CC1CC(=O)NN=C1c1cccs1 (stereo not given),0,12,-3,-6,14,9,1,-16,-1
Cn1c(NC(=O)CC(C)(C)C)cc(=O)n(C)c1=O,1,-2,3,7,8,8,-2,-5,-9
Cc1cc(Br)cc2c1N(C)C(=O)C2(c1ccc(O)cc1)c1ccc(O)cc1,2,-6,2,15,20,23,-8,-32,-1
Fc1ccc(Nc2nc(Oc3ccccc3F)nc(N3CCCC3)n2)cc1,1,-4,2,13,7,11,-4,6,-3
COCc1ccc2oc(C(=O)O)cc2c1,-1,-15,0,-9,13,7,-1,-4,1
Cc1ccc(-c2nc3c(c(=O)[nH]c(=O)n3Cc3ccccc3)n2C)s1,.,-6,-4,-6,.,-7,3,.,.
O=C1NCCN1CCNS(=O)(=O)c1cc(C(F)(F)F)cc(C(F)(F)F)c1,3,-1,2,2,-4,4,8,-8,0
COc1ccc(Cn2c(CCC(=O)Nc3ccc(CC#N)cc3)nc3cccnc32)cc1,-2,4,-5,-8,6,6,8,-4,-12
